NFkB transloc pot = enhances IL-1B driven NFkB nuclear translocation; activation, % at 2 µM; AID 819; 94,000 tested, 0.3% active; HUVEC IL-1B NFkB p65 nuclear translocation imaging;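 active means activation above 40%, about the mean plus 3 SD, also judged a hit on visual image review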;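 further: percent activation is computed from the nuclear over cytoplasmic p65 intensity ratio; values of inactives mirror those of a sister screen read the other way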
Bcl-B displacement = displacers of TR3 peptide from Bcl-B, primary screen, selectivity assay for Bfl-1 inhibitor project, biochemical, fluorescence polarization | one-dose displacement, % at 20 µM; IC50 in µM for titrated hits | AID 748 | FP displacement of FITC-TR3 peptide from Bcl-B; higher % means a stronger effect | 96,000 tested, 0.11% active;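 active means displacement above 50% at 20 µM plus a fluorescence interference ratio under 1.5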;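 further: plate controls were wells without compound for no effect and wells lacking Bcl-B protein for full effect; a part of the inactive calls stands beside numbers as strong as those of hits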
IL1B NFkB inh = blocks IL-1B driven NFkB nuclear translocation in HUVEC cells | HUVEC IL-1B NFkB p65 nuclear translocation imaging | inhibition, % at 2 µM | 94,000 tested, 0.43% active;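 active means inhibition above about 30% together with a positive call from visual inspection of the well image, limit read from the data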;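 further: nuclear over cytoplasmic p65 intensity ratio measured by imaging; 0% = IL-1B stimulated DMSO wells and 100% = unstimulated DMSO wells; values of inactives mirror those of a sister screen read the other way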
MRP reversal = compounds reversing MRP-mediated drug resistance | H69AR cells + 2 uM doxorubicin, CellTiter-Glo, 72 h | differential viability (reversal), % at 10 µM | 85,000 tested, 0.04% active | AID 602;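 active means viability drop by adding the cancer drug above about 55%, with treated viability meeting a 40% cutoff, limit read from the data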;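 further: viability without doxorubicin minus viability with 2 µM doxorubicin for each compound; larger differential means the compound sensitizes cells more to doxorubicin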
PLAP inhibition = inhibition of human placental alkaline phosphatase – biochemical, luminescence, HTS (AID 690); 96,000 tested, 0.08% active; purified PLAP, luminescent substrate; higher % means a stronger effect; inhibition, % at 20 µM; hits with a dose series show IC50 in µM; in the data active means a potency from the dose series; inactive means the rest, 99 in 100 with inhibition below about 30%; further: strong numbers were not always called active
MRP reversal cytotoxicity = further read-out of MRP reversal, marked with its call; viability, %; H69AR cells, CellTiter-Glo, 72 h; measured here: cytotoxicity without doxorubicin
MRP reversal with doxorubicin = also measured in MRP reversal; calls as there; viability, %; measured here: viability with 2 uM doxorubicin; hits give low values
IL1B NFkB inh cell count 2 µM = second read-out of IL1B NFkB inh, no call of its own (marks repeat the call); cell count; measured here: cells passing quality filter;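 raw number of nuclei counted in each imaged well without normalization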
NFkB transloc pot cell count 2 µM = also measured in NFkB transloc pot; calls as there; cell count; measured here: cells passing quality filter
An asterisk follows results filed as active.

A first look (three entries):
For O=C(COc1ncnc2ccccc12)NC1CCS(=O)(=O)C1 (stereo not given) the results were NFkB transloc pot -1, Bcl-B displacement 3%, IL1B NFkB inh 1, MRP reversal -7, PLAP inhibition 3%, MRP reversal cytotoxicity 98, MRP reversal with doxorubicin 105, IL1B NFkB inh cell count 2 µM 95 and NFkB transloc pot cell count 2 µM 95.
CCCn1c(SCC(=O)N2CCN(S(=O)(=O)c3ccc(Cl)cc3)CC2)n[nH]c1=O was read as NFkB transloc pot 16, Bcl-B displacement -4%, IL1B NFkB inh -16, MRP reversal -12, PLAP inhibition -34%, MRP reversal cytotoxicity 86, MRP reversal with doxorubicin 98, IL1B NFkB inh cell count 2 µM 144 and NFkB transloc pot cell count 2 µM 144.
Cc1ccc(/C=C(\NC(=O)c2ccc(C)cc2)c2nc(=S)[nH][nH]2)cc1 was read as NFkB transloc pot -2, Bcl-B displacement -5%, IL1B NFkB inh 2, PLAP inhibition -30%, IL1B NFkB inh cell count 2 µM 149 and NFkB transloc pot cell count 2 µM 149.

The list itself, repeating the preview:
For O=C(COc1ncnc2ccccc12)NC1CCS(=O)(=O)C1 (stereo not given) the results were NFkB transloc pot -1, Bcl-B displacement 3%, IL1B NFkB inh 1, MRP reversal -7, PLAP inhibition 3%, MRP reversal cytotoxicity 98, MRP reversal with doxorubicin 105, IL1B NFkB inh cell count 2 µM 95 and NFkB transloc pot cell count 2 µM 95.
CCCn1c(SCC(=O)N2CCN(S(=O)(=O)c3ccc(Cl)cc3)CC2)n[nH]c1=O was read as NFkB transloc pot 16, Bcl-B displacement -4%, IL1B NFkB inh -16, MRP reversal -12, PLAP inhibition -34%, MRP reversal cytotoxicity 86, MRP reversal with doxorubicin 98, IL1B NFkB inh cell count 2 µM 144 and NFkB transloc pot cell count 2 µM 144.
Cc1ccc(/C=C(\NC(=O)c2ccc(C)cc2)c2nc(=S)[nH][nH]2)cc1 was read as NFkB transloc pot -2, Bcl-B displacement -5%, IL1B NFkB inh 2, PLAP inhibition -30%, IL1B NFkB inh cell count 2 µM 149 and NFkB transloc pot cell count 2 µM 149.
Screening CCCCS(=O)(=O)CC(COc1ccccc1)OC(=O)c1ccccc1 (stereo not given) returned NFkB transloc pot 8, Bcl-B displacement -10%, IL1B NFkB inh -8, MRP reversal -9, PLAP inhibition -5%, MRP reversal cytotoxicity 58, MRP reversal with doxorubicin 68, IL1B NFkB inh cell count 2 µM 137 and NFkB transloc pot cell count 2 µM 137.
Cc1c(Cl)cccc1NC(=O)CCC(=O)NNC(=O)c1ccco1 was read as NFkB transloc pot 5, Bcl-B displacement -7%, IL1B NFkB inh -5, PLAP inhibition -74%, IL1B NFkB inh cell count 2 µM 85 and NFkB transloc pot cell count 2 µM 85.
Cc1ccc2c(c1C)NC(C(=O)O)C1CC=CC21 (stereo not given) was read as Bcl-B displacement 1.9µM* and PLAP inhibition -28%.
Screening O=C(NC1CCCCC1)C(c1ccc2ncccc2c1)N(Cc1ccco1)C(=O)c1ccc2c(c1)OCCO2 (stereo not given) returned NFkB transloc pot -1, Bcl-B displacement -9%, IL1B NFkB inh 1, PLAP inhibition -32%, IL1B NFkB inh cell count 2 µM 151 and NFkB transloc pot cell count 2 µM 151.
CC(C)C[C@@H]1NC(=O)N(CCN2CCOCC2)C1=O was read as NFkB transloc pot 28, Bcl-B displacement -2%, IL1B NFkB inh -28, MRP reversal -16, PLAP inhibition 11%, MRP reversal cytotoxicity 80, MRP reversal with doxorubicin 96, IL1B NFkB inh cell count 2 µM 159 and NFkB transloc pot cell count 2 µM 159.
For COc1ccc(C)cc1N(C)C(=O)c1coc(=O)c2ccccc12 the results were NFkB transloc pot 4, Bcl-B displacement -1%, IL1B NFkB inh -4, MRP reversal 16, PLAP inhibition -30%, MRP reversal cytotoxicity 94, MRP reversal with doxorubicin 79, IL1B NFkB inh cell count 2 µM 188 and NFkB transloc pot cell count 2 µM 188.
`Cc1cccc(NC(=O)CSc2ncnc3c2oc2ccccc23)c1` gave NFkB transloc pot 9, Bcl-B displacement -8%, IL1B NFkB inh -9, MRP reversal -16, PLAP inhibition 12%, MRP reversal cytotoxicity 30, MRP reversal with doxorubicin 46, IL1B NFkB inh cell count 2 µM 176 and NFkB transloc pot cell count 2 µM 176.
Screening Oc1ccc(-c2csc(Nc3cccnc3)n2)cc1 returned NFkB transloc pot 15, Bcl-B displacement 4%, IL1B NFkB inh -15, MRP reversal -20, PLAP inhibition 20%, MRP reversal cytotoxicity 54, MRP reversal with doxorubicin 75, IL1B NFkB inh cell count 2 µM 188 and NFkB transloc pot cell count 2 µM 188.
Cc1ccc(S(=O)(=O)Nc2nc(C)c(NC(=O)OCCCl)s2)cc1 was read as NFkB transloc pot 21, Bcl-B displacement 1%, IL1B NFkB inh -21, MRP reversal 11, PLAP inhibition -50%, MRP reversal cytotoxicity 105, MRP reversal with doxorubicin 94, IL1B NFkB inh cell count 2 µM 164 and NFkB transloc pot cell count 2 µM 164.
Screening Cn1c(=O)[nH]c(=O)c2c1nc(CN1CCN(c3ccccc3F)CC1)n2CCCc1ccccc1 returned NFkB transloc pot 6, IL1B NFkB inh -6, MRP reversal 18, MRP reversal cytotoxicity 80, MRP reversal with doxorubicin 61, IL1B NFkB inh cell count 2 µM 124 and NFkB transloc pot cell count 2 µM 124.
`Cc1cc(C)cc(OCC(=O)Nc2ccccc2N2CCCCC2)c1` gave NFkB transloc pot 19, Bcl-B displacement -18%, IL1B NFkB inh -19, MRP reversal 3, PLAP inhibition 23%, MRP reversal cytotoxicity 69, MRP reversal with doxorubicin 66, IL1B NFkB inh cell count 2 µM 183 and NFkB transloc pot cell count 2 µM 183.
For Cc1cccc(Nc2nc(N)nc(CN3CCN(c4ccc(F)cc4)CC3)n2)c1 the results were NFkB transloc pot 11, Bcl-B displacement -5%, IL1B NFkB inh -11, MRP reversal 5, PLAP inhibition -6%, MRP reversal cytotoxicity 81, MRP reversal with doxorubicin 76, IL1B NFkB inh cell count 2 µM 122 and NFkB transloc pot cell count 2 µM 122.
Screening CCOc1ccc2[nH]cc(C(=O)N3CCN(C4CCCCC4)CC3)c(=O)c2c1 returned NFkB transloc pot 0, IL1B NFkB inh 0, MRP reversal 14, MRP reversal cytotoxicity 95, MRP reversal with doxorubicin 81, IL1B NFkB inh cell count 2 µM 124 and NFkB transloc pot cell count 2 µM 124.
For CC(=O)Nc1ccc(S(=O)(=O)NCCc2ccc(S(N)(=O)=O)cc2)cc1 the results were NFkB transloc pot -30, Bcl-B displacement 2%, IL1B NFkB inh 30*, PLAP inhibition -7%, IL1B NFkB inh cell count 2 µM 196* and NFkB transloc pot cell count 2 µM 196.
`CC(C)(C)c1cnnn1-c1ccc(C(=O)CCl)cc1` gave NFkB transloc pot -8, Bcl-B displacement 1%, IL1B NFkB inh 8, MRP reversal 0, PLAP inhibition -6%, MRP reversal cytotoxicity 2, MRP reversal with doxorubicin 2, IL1B NFkB inh cell count 2 µM 182 and NFkB transloc pot cell count 2 µM 182.
Cc1n[nH]c(C)c1Sc1ccccc1N=Cc1cc([N+](=O)[O-])ccc1O was read as NFkB transloc pot -3, Bcl-B displacement -55%, IL1B NFkB inh 3, PLAP inhibition -36%, IL1B NFkB inh cell count 2 µM 150 and NFkB transloc pot cell count 2 µM 150.
Screening N#CC1=C(N)Oc2n[nH]c(-c3ccccc3)c2C12C(=O)Nc1ccccc12 (stereo not given) returned Bcl-B displacement -2%, MRP reversal -12, PLAP inhibition -3%, MRP reversal cytotoxicity 99 and MRP reversal with doxorubicin 111.
`COc1cc(C(=O)NCCC(C)C)c([N+](=O)[O-])cc1OC` gave NFkB transloc pot -2, Bcl-B displacement -6%, IL1B NFkB inh -1, PLAP inhibition 8%, IL1B NFkB inh cell count 2 µM 165 and NFkB transloc pot cell count 2 µM 134.
O=C(CCC(=O)Nc1ccc(Oc2ccccc2)cc1)NCCO was read as NFkB transloc pot 7, Bcl-B displacement 2%, IL1B NFkB inh -7, MRP reversal -19, PLAP inhibition -9%, MRP reversal cytotoxicity 79, MRP reversal with doxorubicin 98, IL1B NFkB inh cell count 2 µM 172 and NFkB transloc pot cell count 2 µM 172.
For COc1ccc(-c2c(C)n([O-])c3c([n+]2=O)CCCC3)cc1 the results were NFkB transloc pot -21, Bcl-B displacement -5%, IL1B NFkB inh 21, MRP reversal 7, PLAP inhibition 14%, MRP reversal cytotoxicity 103, MRP reversal with doxorubicin 97, IL1B NFkB inh cell count 2 µM 165 and NFkB transloc pot cell count 2 µM 165.
CNC(=O)NC(=S)NC(=O)c1ccc(OC)cc1 was read as NFkB transloc pot 9, Bcl-B displacement -9%, IL1B NFkB inh -9, PLAP inhibition -6%, IL1B NFkB inh cell count 2 µM 172 and NFkB transloc pot cell count 2 µM 172.
`CC(C)(C)c1csc(NC2=NS(=O)(=O)c3ccccc32)n1` gave NFkB transloc pot 17, Bcl-B displacement -5%, IL1B NFkB inh -17, MRP reversal 8, PLAP inhibition 12%, MRP reversal cytotoxicity 91, MRP reversal with doxorubicin 83, IL1B NFkB inh cell count 2 µM 141 and NFkB transloc pot cell count 2 µM 141.
Screening COc1ccc(C(C[N+](=O)[O-])c2c(-c3ccccc3)cc3ccccn23)cc1OC (stereo not given) returned NFkB transloc pot 2, Bcl-B displacement -2%, IL1B NFkB inh -2, MRP reversal 13, PLAP inhibition -10%, MRP reversal cytotoxicity 26, MRP reversal with doxorubicin 12, IL1B NFkB inh cell count 2 µM 123 and NFkB transloc pot cell count 2 µM 123.
`CCOC(=O)C1CCN(c2cc(C)nc3cc(-c4cccc(F)c4)nn23)CC1` gave NFkB transloc pot -2, Bcl-B displacement -23%, IL1B NFkB inh 2, MRP reversal 5, PLAP inhibition -390%, MRP reversal cytotoxicity 76, MRP reversal with doxorubicin 71, IL1B NFkB inh cell count 2 µM 171 and NFkB transloc pot cell count 2 µM 171.
Screening Cc1cc(C)c2c(-n3cccc3)c(C(=O)NNS(=O)(=O)c3ccc(Cl)cc3)sc2n1 returned NFkB transloc pot 3, Bcl-B displacement 3%, IL1B NFkB inh -3, PLAP inhibition -30%, IL1B NFkB inh cell count 2 µM 142 and NFkB transloc pot cell count 2 µM 142.
`COc1cc2nc(NC(=O)c3ccccc3)[nH]c(=O)c2cc1OC` gave NFkB transloc pot -5, Bcl-B displacement 2%, IL1B NFkB inh 5, MRP reversal -10, PLAP inhibition 2%, MRP reversal cytotoxicity 65, MRP reversal with doxorubicin 75, IL1B NFkB inh cell count 2 µM 146 and NFkB transloc pot cell count 2 µM 146.
COc1cc(C2C3=C(CC(c4ccco4)CC3=O)Nc3ccccc3N2C(C)=O)cc(OC)c1OC (stereo not given) was read as NFkB transloc pot 9, Bcl-B displacement 2%, IL1B NFkB inh -9, MRP reversal 15, PLAP inhibition -54%, MRP reversal cytotoxicity 90, MRP reversal with doxorubicin 75, IL1B NFkB inh cell count 2 µM 130 and NFkB transloc pot cell count 2 µM 130.
Screening CCn1nnnc1SCC(=O)Nc1cc(C)on1 returned NFkB transloc pot -19, IL1B NFkB inh 19, MRP reversal 4, MRP reversal cytotoxicity 96, MRP reversal with doxorubicin 92, IL1B NFkB inh cell count 2 µM 65 and NFkB transloc pot cell count 2 µM 65.

A portion of the library. The share of hits here may be higher or lower than overall.
